From PubChem BioAssay
D1 ag – activates the human D1 dopamine receptor; activation, % at 2 µM; 1% of 360,000 active; AID 504660; HEK293 T-REx D1 cells, calcium flux, agonist mode; P21728; in the data active = activation above about 30%; note: 0% is about no effect
Target sequence (P21728 whole entry, looked up): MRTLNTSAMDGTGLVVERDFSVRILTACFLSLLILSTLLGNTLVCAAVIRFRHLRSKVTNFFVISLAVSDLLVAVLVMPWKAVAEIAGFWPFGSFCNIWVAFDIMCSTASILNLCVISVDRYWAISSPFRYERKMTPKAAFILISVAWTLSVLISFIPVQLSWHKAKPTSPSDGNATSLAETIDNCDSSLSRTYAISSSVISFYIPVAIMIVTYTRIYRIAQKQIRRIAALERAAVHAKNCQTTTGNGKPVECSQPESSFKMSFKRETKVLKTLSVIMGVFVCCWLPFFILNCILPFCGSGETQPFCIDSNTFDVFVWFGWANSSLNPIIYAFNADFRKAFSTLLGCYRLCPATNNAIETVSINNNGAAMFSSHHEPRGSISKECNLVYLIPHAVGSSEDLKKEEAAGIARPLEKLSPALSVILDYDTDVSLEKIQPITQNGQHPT
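Inducible HEK293 T-REx D1 cells, force-coupled to calcium signalling, were plated at 4000 cells/well with tetracycline and held overnight at 30 C. After no-wash calcium dye loading, compound-evoked calcium rise over 180 s flagged agonists.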
Anesthetic bind – binds horse apoferritin like a general anesthetic. 0.074% of 350,000 active. apoferritin/1-aminoanthracene competitive binding, fluorescence. Potency, µM (highest dose often 77.5 µM), for inactives: at the highest dose activity change, negative = displacement, actives largely listed as inhibitors; note: potency is the fitted concentration of half-maximal effect; % is set by controls: 0 for no effect and ±100 for the full control effect; nearly all actives have a fitted effect of over 20% in size
Target sequence (P02791 2-175 limits assumed): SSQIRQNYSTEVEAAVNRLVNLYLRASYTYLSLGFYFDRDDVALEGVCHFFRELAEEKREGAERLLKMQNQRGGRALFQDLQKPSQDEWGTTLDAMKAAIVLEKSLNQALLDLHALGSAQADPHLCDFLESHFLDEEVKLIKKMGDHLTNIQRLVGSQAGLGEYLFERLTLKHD
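Horse-spleen apoferritin (10 uM) in 50% saturated 1-aminoanthracene in PBS was incubated 10 min at room temperature with compound. Fluorescence (ex 380, em 535 nm) was normalized to free and bound 1-AMA, with concentration-response fitted by a four-parameter Hill equation.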
RXFP1 antag – RXFP1 (human) relaxin receptor antagonism; HEK293-RXFP1, relaxin-stimulated cAMP HTRF, 30 min; stronger effect = lower value; activity change, negative = inhibition, % at 57.5 µM; 0.59% of 350,000 active; AID 1259400;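 active = activity change of -60% or lower, but not beyond a set lower limit; inconclusive = change between -60% and -40%, or beyond the set limit; inactive = change above -40%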; note: % is set by controls: 0 for no effect and ±100 for the full control effect
D2 potentiator – positive allosteric modulators of human D2 dopamine receptor. P14416. HEK293 T-REx D2, calcium flux, EC20 dopamine potentiation. potentiation, % at 10 µM. 0.34% of 340,000 active. AID 485347;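 active = potentiation over 3 SD above the plate norm, cut at about 30% in these data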; note: 0% is about no effect
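Tetracycline-induced HEK293 T-REx cells force-coupled to calcium signalling expressed D2; compounds were pin-added after a 10 s baseline, read kinetically 180 s, then an EC20 dopamine challenge followed with a further 180 s calcium read.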
D1 potentiator – potentiators of human D1 dopamine receptor; P21728; HEK293 TREx D1 cells, calcium flux, dopamine EC20 potentiation; potentiation, % at 10 µM; 0.036% of 360,000 active; AID 504651; in the data active = potentiation above about 30%; note: 0% is about no effect
TRHR enhancer – allosteric enhancers of human TRH receptor; enhancement, % at 2 µM; AID 493056; TRHR cells, fluo-8 calcium fluorescence, EC20 TRH enhancement; 0.66% of 360,000 active; in the data active = enhancement above about 30%; note: 0% is about no effect
Target sequence (P34981 whole entry, looked up): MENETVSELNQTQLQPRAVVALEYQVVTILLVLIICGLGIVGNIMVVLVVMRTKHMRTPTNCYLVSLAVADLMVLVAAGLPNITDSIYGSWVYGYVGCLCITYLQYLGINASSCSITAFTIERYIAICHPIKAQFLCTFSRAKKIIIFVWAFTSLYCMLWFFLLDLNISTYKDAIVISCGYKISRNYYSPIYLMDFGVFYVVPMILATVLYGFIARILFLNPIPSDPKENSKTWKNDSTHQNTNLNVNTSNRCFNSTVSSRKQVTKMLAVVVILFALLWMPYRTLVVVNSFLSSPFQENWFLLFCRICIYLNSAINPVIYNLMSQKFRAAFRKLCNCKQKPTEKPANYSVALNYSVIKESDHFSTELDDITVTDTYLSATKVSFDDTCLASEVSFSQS
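TRHR-expressing cells loaded with fluo-8 calcium dye were read kinetically (ex 480/em 530) during compound addition, then stimulated with an EC20 of TRH (10 nM final). Enhancement of the Gq-mediated intracellular calcium response was scored.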
RXFP1 ag – activates the human relaxin receptor RXFP1 | Q9HBX9 | HEK293T-RXFP1 cAMP TR-FRET, 30 min; response scale: percent of porcine relaxin response, buffer zero | Potency, µM (series often up to 57.5 µM), for inactives: at the highest dose activation, most hits filed as activators | 0.3% of 370,000 active | AID 2676; note: potency is the fitted concentration of half-maximal effect; % is set by controls: 0 for no effect and ±100 for the full control effect; nearly all actives have a fitted effect of over 60% in size; many of its hits are not listed in these tables
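HEK293T cells stably expressing RXFP1 were pretreated with the PDE4 inhibitor Ro 20174, exposed to compounds for 30 min at 37C, lysed, and cAMP was read by TR-FRET. Data normalized to buffer (basal) and 29 nM porcine relaxin (100%).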
TRHR agonist – agonists of human TRH receptor | TRHR cells, calcium flux fluo-8, FDSS agonist mode | 0.18% of 360,000 active | activation, % at 2 µM | P34981; in the data active = activation above about 30%; note: 0% is about no effect
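Fluo-8-loaded TRHR cells; 10 s baseline, compound added, kinetic Ca2+ fluorescence read 1/s, agonist mode.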
D1 antagonist – human D1 dopamine receptor antagonism | HEK293 TREx D1 cells, calcium flux, dopamine EC80; stronger effect = lower value | activity change, negative = inhibition, % at 10 µM | 3.2% of 360,000 active | AID 504652; in the data active = activity change below about -30%; note: % is set by controls: 0 for no effect and ±100 for the full control effect
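Tetracycline-induced HEK293 T-REx cells with force-coupled D1 receptor were loaded with a no-wash calcium dye. Compound was added after a 10 s baseline and read kinetically for 180 s; EC80 dopamine was then added and calcium flux followed another 180 s.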
* hit, by the source's call; u = inconclusive; x = no result given; [ ] = another dose, or the depositor's remark. Unless noted, calls come from the whole dose curve; as a rule, active = well fitted curve in the direction sought with a large enough effect; inconclusive = small, poorly fitted or top-dose-only effect, or another doubt; inactive = no such curve, though single readings can be large; an effect the other way counts as inactive or inconclusive. A portion of the library; rates above refer to the full screens.

compound	TRHR enhancer	D1 ag	RXFP1 ag	D1 antagonist	D1 potentiator	D2 potentiator	Anesthetic bind	TRHR agonist	RXFP1 antag
COc1ccc(CCNC(=O)CCS(=O)(=O)c2ccc(Br)cc2)cc1OC	-12	1	0.9%	12	-8	-3	-4%	0.2	-10
CC1CN(C(=O)CS(=O)(=O)Cc2ccc(Cl)cc2)CC(C)O1 (stereo not given)	14	3	-0.4%	5	-12	6	-9%	-1.1	5
CCOC(=O)C(NC(=O)N1CCCCC1)(c1ccccc1)C(F)(F)F (stereo not given)	3	1	1.4%	-3	6	4	-18%	0.1	-10
O=C(CSc1nc(C2CC2)nc2ccccc12)N1CCc2ccccc2C1	3	3	3.1%	-4	-3	2	-10%	0.1	x
COc1cc(OC)cc(-c2oc(=O)c3cc(OC)c(OC)cc3c2/C=C/c2ccc(F)cc2)c1	3	-2	2.1%	x	0	12	x	0.0	x
COCCNC(=O)Cn1nc(Cc2ccncc2)c2ccccc2c1=O	5	0	7.2%	-2	0	-1	-2%	0.9	-1
CS(=O)(=O)N1CCCC(C(=O)NCc2cccs2)C1 (stereo not given)	4	5	0.9%	19	-3	10	-5%	0.1	7
Cc1cc(SCC(=O)c2ccccc2)nc(=O)[nH]1	18	1	1.6%	-7	0	1	-18%	1.1	-11
CC(=O)c1ccc(C(=O)NC2CC(C)(C)Cc3c2cnn3-c2ccccc2)cc1 (stereo not given)	-2	2	-0.3%	-8	-8	10	-16%	0.2	-8
Cc1nc(C)c(-c2ccc(SCC(=O)Nc3ccc(C)c(Cl)c3)nn2)s1	-4	2	22%	15	3	2	-17%	0.0	-38
Cc1ccc(N(C(=O)Cn2nnc(-c3ccccc3)n2)C(C(=O)NC2CCCCC2)c2ccccn2)cc1C (stereo not given)	-3	6	1.8%	3	-3	1	2%	-1.7	2
CC1CC(C)CN(C(=O)c2cc(-c3ccncc3)nc3ccccc23)C1 (stereo not given)	2	5	2.3%	-1	-5	18	x	0.5	-10

4 entries out of the list, arranged by length of the SMILES, low to high:
compound	TRHR enhancer	D1 ag	RXFP1 ag	D1 antagonist	D1 potentiator	D2 potentiator	Anesthetic bind	TRHR agonist	RXFP1 antag
O=C(CSc1nc(C2CC2)nc2ccccc12)N1CCc2ccccc2C1	3	3	3.1%	-4	-3	2	-10%	0.1	x
CCOC(=O)C(NC(=O)N1CCCCC1)(c1ccccc1)C(F)(F)F (stereo not given)	3	1	1.4%	-3	6	4	-18%	0.1	-10
COc1ccc(CCNC(=O)CCS(=O)(=O)c2ccc(Br)cc2)cc1OC	-12	1	0.9%	12	-8	-3	-4%	0.2	-10
COc1cc(OC)cc(-c2oc(=O)c3cc(OC)c(OC)cc3c2/C=C/c2ccc(F)cc2)c1	3	-2	2.1%	x	0	12	x	0.0	x

(next part)
compound	TRHR enhancer	D1 ag	RXFP1 ag	D1 antagonist	D1 potentiator	D2 potentiator	Anesthetic bind	TRHR agonist	RXFP1 antag
Cc1c(C)c2ccc(OCC(=O)Nc3nccs3)cc2oc1=O	7	2	8.5%	9	1	2	-8%	-0.2	0
Cc1cc(-c2ccc(C)c(S(=O)(=O)NCc3ccc(Cl)cc3)c2)on1	0	3	1.8%	-4	-3	1	-6%	0.2	-9
Cc1ccc(CN2CC(C(=O)O)CC2=O)cc1 (stereo not given)	-5	1	1.0%	0	6	30*	-5%	0.5	-3
CC1=C(C(=O)Nc2ccc(C)cc2C)C(c2cccs2)NC(=S)N1 (stereo not given)	-3	4	0.4%	-23	-7	-4	-2%	0.4	-3
CCCCN1C(=O)C2(NNc3ccccc3O2)c2ccccc21 (stereo not given)	-15	74*	6.8%	x	-2	-9	u	14	5
Cc1ccc(S(=O)(=O)N2CCCCC2)cc1C(=O)Nc1ccc(N2CCOCC2)cc1	-1	3	0.0%	-11	-7	0	-15%	0.3	3
O=C(Oc1cccc(OC(=O)c2ccco2)c1)c1ccco1	-3	4	-0.1%	-7	-3	1	0%	0.1	-4
CN1CCN(CCCCOc2ccc(Br)cc2)CC1	0	15	0.9%	-12	-4	-1	-7%	2.2	-9
CCOC(=O)c1[nH]c(=O)[nH]c1CSCCO	-5	2	-0.1%	11	-3	2	-16%	0.0	3
CCCn1c2c(c(O)c(C(=O)NC)c1=O)CCCC2	2	-1	1.9%	-24	-5	2	-8%	0.0	-5
COc1cccc(CNC(=O)c2cc(C)nc3c2c(C)nn3-c2ccc(C)cc2)c1	2	2	0.6%	-11	-4	-7	-13%	0.8	-6
COc1ccc(C(=O)N2CC(=O)Nc3ccc(C)cc3C2c2ccccc2)cc1OC (stereo not given)	4	8	1.1%	1	-1	13	-11%	2.3	-13
Cc1cc(N2C(=O)C(O)=C(C(=O)c3ccco3)C2c2cccnc2)no1 (stereo not given)	5	11	0.7%	1	-6	x	-15%	0.3	x
C/C=C/c1ccc(OCC(=O)Nc2cc(S(=O)(=O)N3CCOCC3)ccc2N2CCCC2)c(OC)c1	-2	2	1.4%	12	6	-6	x	0.3	4
CCSc1ncc(Cl)c(C(=O)Nc2ccc(S(=O)(=O)N3CCCCC3CC)cc2)n1 (stereo not given)	-9	2	-0.1%	-10	3	x	u	1.4	x
CCOC(=O)C(=O)Nc1ccc(OCc2ccccc2)cc1	-5	6	-1.2%	-13	-7	-4	u	-0.6	-17
Cn1c(=O)n(C)c2cc(CNCc3ccc(F)cc3)ccc21	2	1	4.6%	5	0	-18	2%	0.3	2
CCC(C)N1C(=O)S/C(=C/c2ccc(Sc3nc4ccccc4[nH]3)o2)C1=O (stereo not given)	1	8	-0.3%	-15	-7	-1	u	1.3	0
COC(=O)c1ccc(NC(=S)NCCc2ccccc2)cc1	3	12	3.2%	-10	-8	24	5%	0.3	4
CCOc1ccc(N2C(=O)Nc3ccc(Br)cc3C2(O)C(=O)NC(C)C)cc1 (stereo not given)	3	2	3.2%	5	3	2	5%	-0.8	4
COc1ccc(CCC(=O)N2CCN(S(=O)(=O)c3ccc(OC(F)(F)F)cc3)CC2)cc1	2	5	-0.9%	-7	-7	5	x	-0.3	-3
Cc1ccc(NC(=O)C2CCN(S(=O)(=O)c3cccc(C(F)(F)F)c3)CC2)nc1	-4	3	0.9%	-25	-2	-3	x	-1.4	-17
CC(NS(=O)(=O)c1ccc(NC(=O)N2CCCCC2)cc1)c1ccccc1 (stereo not given)	-12	4	0.5%	-7	-1	8	-12%	0.0	15
Cc1ccn2c(Nc3ccc4c(c3)OCCO4)c(-c3ccc(Cl)s3)nc2c1	2	0	0.0%	7	4	-2	62%[activator]	-0.5	-16
C/C(CC(=O)Nc1ccccn1)=N\NC(=O)c1ccc(C)cc1	4	1	4.3%	7	5	-17	1%	-0.4	0
CCCSCCCNC(=O)Cn1c(-c2cccs2)cc2ccccc21	-6	0	2.5%	12	-1	5	7%	0.1	-26
CN(c1ccccc1)S(=O)(=O)c1cccc(C(=O)NC2CCCCC2)c1	-3	1	2.0%	-14	-5	3	x	-2.0	0
Cc1ccc(NCC(=O)c2ccccc2)cc1Cl	1	2	1.3%	-2	-3	7	4%	0.0	-9
Fc1cccc(Nc2nc3ccccc3n3nnnc23)c1	-5	4	-0.3%	2	x	-5	1%	0.7	x
COc1cc2c(cc1OC)C(C)N(C(=O)c1ccc(C)o1)CC2 (stereo not given)	-3	3	0.3%	-7	-3	-5	-6%	-0.1	15
CCS(=O)(=O)N1CCC2(CC1)OCCN2S(=O)(=O)c1ccc(OC)cc1	15	1	0.3%	19	0	1	x	0.3	-14
O=C(Cc1ccccc1[N+](=O)[O-])NCc1ccncc1	4	0	0.5%	-13	-3	1	-7%	0.1	-17
CC(C)N(C(=NCc1ccccc1)NC(=O)c1ccccc1)C(C)C	10	0	0.6%	-10	4	4	x	1.1	x
Cc1cccn2c(=O)c(C=O)c(N3CC(C)OC(C)C3)nc12 (stereo not given)	4	2	-2.0%	0	-1	1	-6%	0.2	-4
COc1ccc(-c2csc(NC(=O)CN3C(=O)CCC3=O)n2)c(OC)c1	-4	2	0.3%	13	-7	-7	3%	-1.2	12
CCc1nn(CC(=O)NCc2ccc(C)cc2)c(=O)c2cc3occc3n12	6	-2	-0.3%	-22	-4	11	37%[activator]	-1.1	x
O=C(Nc1ccc(S(=O)(=O)N2CCCC2)cc1)c1ccc2c(=O)n3c(nc2c1)CCCCC3	-3	4	4.0%	7	2	-8	-8%	0.3	-1
Cc1ccc(S(=O)(=O)c2nc(S(=O)(=O)c3ccc(C)cc3)c(NCc3ccco3)s2)cc1	1	4	-1.1%	-4	-6	-3	-9%	0.9	19
CCc1ccc(-n2c(=O)c3ccccc3n(CC(=O)NCCc3ccc(OC)c(OC)c3)c2=O)cc1	-1	0	6.2%	-3	0	-4	1%	-1.8	x
COc1cccc(/C=C/C(=O)Nc2cc(S(=O)(=O)N3CCOCC3)ccc2OC)c1	1	1	0.6%	4	-5	-3	x	0.1	-2
CCN(CC)CCNC(=O)C(=O)NCC1OCCN1S(=O)(=O)c1ccc2c(c1)OCCO2 (stereo not given)	-2	1	0.8%	-3	-4	-1	-12%	0.1	-1
COc1ccc(NC(=O)CN(c2ccccc2)S(=O)(=O)c2ccccc2)c(OC)c1	0	4	-0.4%	7	2	-8	-1%	0.4	4
COCCCNc1nc2c(-c3ccc(C)cc3)nnn2c2ccccc12	2	-1	-21%	7	-6	1	1%	0.9	10
CC1(C)Cc2c(c(N3CCOCC3)nc3sc(C(N)=O)c(N)c23)CO1	0	1	15%	16	0	10	2%	-1.0	4
CSc1nc(Oc2ccc3ccccc3c2)c2ccccc2n1	8	6	0.4%	10	-3	-1	-8%	-1.2	-2
O=C(O)C1CCCN(S(=O)(=O)c2ccc(Br)s2)C1 (stereo not given)	-1	1	-2.2%	12	0	-16	-2%	0.0	-7
COc1ccc(-c2csc(Nc3cccc(C)n3)n2)cc1C	-3	3	-0.3%	1	2	14	3%	0.2	-15
Cc1ccc(C(=O)C[n+]2ccc(-c3nnc4n3CCC4)cc2)cc1	8	1	0.8%	13	-5	2	-8%	0.2	4
Cc1c(O)ccc2c(=O)c(-c3nncn3-c3ccccc3)coc12	-2	4	-1.2%	0	-2	2	-5%	-0.6	0
O=C(OCc1cn(Cc2ccccc2)nn1)c1ccccc1	-2	4	-4.0%	2	3	-3	-9%	-0.7	x
